Screening data (PubChem BioAssay)
LmPK inh = qHTS Assay for Inhibitors of Leishmania Mexicana Pyruvate Kinase (LmPK). Q27686. purified LmPK, Kinase-Glo ATP luminescence, 1 h. Potency, µM (highest dose often 57.5 µM), inactives show at the highest dose activity change, negative = inhibition, actives largely listed as inhibitors. 290,000 tested, 0.37% active. AID 1721, 2009; also: potency is read from the fitted curve at half-maximal effect; % is scaled to controls: 0 for no effect and ±100 for the full control effect
Target sequence (Q27686 whole entry, looked up): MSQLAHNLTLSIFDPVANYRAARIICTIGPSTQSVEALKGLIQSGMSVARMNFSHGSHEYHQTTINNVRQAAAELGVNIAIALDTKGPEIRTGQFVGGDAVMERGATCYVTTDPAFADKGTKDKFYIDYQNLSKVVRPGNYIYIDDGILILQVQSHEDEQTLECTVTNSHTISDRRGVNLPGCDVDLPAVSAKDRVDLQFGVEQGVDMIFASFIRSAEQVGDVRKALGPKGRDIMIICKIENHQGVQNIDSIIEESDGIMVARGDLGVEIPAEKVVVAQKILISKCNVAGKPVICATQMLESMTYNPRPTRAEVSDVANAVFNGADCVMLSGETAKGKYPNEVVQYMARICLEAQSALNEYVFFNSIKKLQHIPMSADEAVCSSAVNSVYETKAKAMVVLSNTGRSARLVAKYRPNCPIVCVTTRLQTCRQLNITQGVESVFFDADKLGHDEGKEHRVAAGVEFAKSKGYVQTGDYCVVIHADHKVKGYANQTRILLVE
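0.1 nM LmPK, 0.5 mM PEP, 0.1 mM ADP; 50 mM imidazole pH 7.2, 7 mM MgCl2, 50 mM KCl; 1 h RT. Kinase-Glo luminescence readout, normalized to no-enzyme (full inhibition) and uninhibited wells.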
AMA1 RON2 block = qHTS for Inhibitors of AMA1-RON; Towards Development of Antimalarial Drug Lead: Primary Screen. Potency, µM (top dose mostly 58.2 µM), for inactives: at the highest dose activity change, negative = inhibition, hits mostly inhibitors. Plasmodium falciparum AMA1 (3D7) - RON2 peptide interaction. 360,000 tested, 0.2% active. AID 720542, 2013. AlphaScreen AMA1-biotinylated RON2 peptide binding;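 also: potency is read from the fitted curve at half-maximal effect; 0% = vehicle wells and -100% = peptide control; nearly all actives have a fitted effect of over 45% in size; some results filed as inactive show a strong effect at the top dose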
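AMA1 (3D7) with his tag at 25 nM final met compounds first, then biotinylated RON2 peptide at 25 nM; detection used donor plus acceptor beads, 10 µg/mL apiece, read by AlphaScreen after 30 min at room temperature.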
CHX counter = Cycloheximide Counterscreen for Small Molecule Inhibitors of Shiga Toxin; AID 2314, 2010; cell reporter, cycloheximide protein synthesis inhibition counterscreen; max response, %; 300,000 tested, 12% active; in the data active = max response mostly above about 13%, no sharp cut-off; inactive = mostly below about 14%; also: read at 38.3 µM for the half of the compounds with a filed dose; 0% is about no effect
Pf growth 96h = Primary qHTS for delayed death inhibitors of the malarial parasite plastid, 96 hour incubation; Potency, µM (highest dose often 28.7 µM), inactives show at the highest dose activity change, negative = inhibition, hits mostly inhibitors; P. falciparum luciferase reporter growth, 96 h; 320,000 tested, 6.9% active; also: potency is read from the fitted curve at half-maximal effect; % is scaled to controls: 0 for no effect and ±100 for the full control effect
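Parasite growth measured via integrated firefly luciferase reporter in P. falciparum. Infected erythrocytes at 2% hematocrit, 0.05% parasitemia final were treated 96 hours at 37 C under 5% CO2, and luminescence was read.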
Shiga inhibitor = A qHTS for Small Molecule Inhibitors of Shiga Toxin; 290,000 tested, 9.2% active; Vero cells, Shiga toxin protein synthesis inhibition reporter; AID 2315, 2010; inhibition, % at 38.7 µM; in the data active = inhibition mostly above about 28%, no sharp cut-off; inactive = mostly below about 43%; also: 0% is about no effect
TbPYK inhibitor = qHTS of Trypanosoma Brucei Inhibitors; TbPYK enzyme, Kinase-Glo Plus ATP luminescence, 45 min; Potency, µM (highest dose often 76.8 µM), for inactives: at the highest dose activity, negative = inhibition, actives largely listed as inhibitors; 410,000 tested, 0.12% active; also: potency is read from the fitted curve at half-maximal effect; % is scaled to controls: 0 for no effect and ±100 for the full control effect; nearly all actives have a fitted effect of over 50% in size
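Assay buffer: 50 mM TEA pH 7.2, 100 mM KCl, 10 mM MgCl2, 0.05% BSA, 0.01% Tween-20. Pyruvate kinase from T. brucei plus substrate met compound, then ADP (130 uM final). Luminescence was read post 45 min RT.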
Pf growth 48h = Primary qHTS for delayed death inhibitors of the malarial parasite plastid, 48 hour incubation. 310,000 tested, 5.9% active. P. falciparum luciferase growth in erythrocytes, 48 h. Potency, µM (series often up to 28.7 µM), for the others: top-dose activity change, negative = inhibition, most hits filed as inhibitors; also: potency is read from the fitted curve at half-maximal effect; % is scaled to controls: 0 for no effect and ±100 for the full control effect
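Luciferase-expressing P. falciparum in infected erythrocytes (2% hematocrit, 0.1% parasitemia final) in RPMI 1640/0.5% Albumax were exposed to compound for 48 hours at 37 C, 5% CO2; growth read as luminescence.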
The depositor's hits bear a star; ? = inconclusive; . = no result given; & = joins results of further samples; [ ] = another dose, or the depositor's remark. Unless noted, calls follow the shape of the dose curve; as a rule, active = well fitted curve in the direction sought with a large enough effect; inconclusive = small, poorly fitted or top-dose-only effect, or another doubt; inactive = no such curve, though single readings can be large; an effect the other way counts as inactive or inconclusive.

smiles | LmPK inh | AMA1 RON2 block | CHX counter | Pf growth 96h | Shiga inhibitor | TbPYK inhibitor | Pf growth 48h
CCOC(=O)/C(C#N)=C/Nc1cc(F)ccc1C | 4% | -6% | 22 | ? | 0 | -4% | -11%
CC1CCCCN1S(=O)(=O)c1ccccc1[N+](=O)[O-] (configuration not stated) | -3% | -7% | 2 | -20% | -13 | 0% | 20%
Cc1cc(OCC(=O)NCc2cccnc2)c2c3c(c(=O)oc2c1)CCCC3 | -8% | 0% | 7 | ? | -14 | 1% | -12%
CS(=O)(=O)Nc1cccc(C2=NN(S(=O)(=O)c3ccccc3)C(c3cccs3)C2)c1 (configuration not stated) | -2% | -7% | -4 | ? | -11 | 0% | ?
Cc1cc(C)n(CC(=O)n2c3ccccc3c3ccccc32)n1 | 0% | 8% | 7 | 20% | 16 | -10% | 16%
O=C(O)c1ccc(/C=C2\SC(=S)N(NC(=O)c3ccccc3)C2=O)cc1 | 1% | 32%[activator] | -2 | ? | -4 | -3% | 20%
COC(=O)c1cc(=O)n(C2CC2)c(=NC2CC2)s1 | -1% | -11% | 1 | ? | -24 | -5% | ?
Cc1ccc(N2CC(C(=O)OCc3nnc(-c4ccccc4)o3)CC2=O)cc1 (configuration not stated) | . | 0% | . | 12% | . | -4% | 39%[activator]
CCCCNC(=O)c1ccc(CS(=O)(=O)c2ccc(OC)cc2)o1 | 3% | 25% | 6 | 0% | -6 | 2% | .
CC1CCCCN1c1nc2nonc2nc1N1CCCCC1C (configuration not stated) | 3% | -13% | -1 | ? | -3 | 0% | ?
COc1ccc2cc(CCNC(=O)c3ccc(Br)o3)c(=O)[nH]c2c1 | -1% | -4% | 8 | ? | 3 | -2% | ?
Cc1cc(NC(=O)c2cccc(S(=O)(=O)N3CCOCC3)c2)c2ccccc2n1 | -3% | 14% | -3 | ? | 32 | -6% | ?
COc1ccc(-c2cc3ccccc3oc2=O)cc1NC(=O)c1cccnc1 | 1% | -14% | -1 | 12% | 18 | -2% | 12%
CC(=O)Nc1ccc(C(=O)NC(C)c2ccc(-n3ccnc3)cc2)cc1 (configuration not stated) | -9% | -7% | 2 | -24% | 14 | -9% | -22%
Cc1ccc(C(=O)CC2(O)C(=O)Nc3ccccc32)s1 (configuration not stated) | 2% | -4% | -1 | 29% | 6 | . | .
O=C1c2ccccc2NC2CCCCC12 (configuration not stated) | -7% | -7% | -3 | 3% | -3 | 3% | 1.9µM*
O=C(Cn1c(-c2ccccc2)noc1=O)Nc1ccc(N2CCCCCC2)cc1 | 4% | ? | -2 | -21% | 45 | -7% | ?
CCOC(=O)c1c(C)[nH]c(C(=O)NCCc2ccc(OC)c(OC)c2)c1C | 0% | -4% | 2 | ? | 3 | -3% | ?
C=CCOc1ccc(C(=O)CC)cc1OC | -2% | -9% | -4 | -27% | -4 | -1% | 11%
CN(c1cccc(NC(=O)Cc2ccccc2)c1)S(C)(=O)=O | -13% | 0% | 7 | 6% | 16 | -1% | 12%
CN(C)c1ccc(/C=C2\CC3C4CC=C5CC(O)CCC5(C)C4CCC3(C)C2=O)cc1 (configuration not stated) | -3% | -7% | 2 | 2.3µM* | -19 | 4% | 13%
O=C(c1ccc(Cl)c(S(=O)(=O)N2CCCCCC2)c1)N1CCCC(C(F)(F)F)C1 (configuration not stated) | . | 27% | . | ? | . | 2% | ?
O=C(O)CN1C(=O)/C(=C\c2cc(Br)ccc2OCc2ccccc2F)SC1=S | -2% | -6% | 6 | ? | 1 | -11% | 1%
CN(C)c1[nH]c(=O)c(C#N)c2c1CCN2Cc1ccccc1 | -2% | 14% | -4 | 0% | 18 | -1% | 1%
N/C(=N\OC(=O)Nc1ccccc1)c1ncc(C(F)(F)F)cc1Cl | -9% | -6% | 20* | 8% | 53* | -8% | .
CN1CCCN(C(=O)COc2ccc(F)cc2Cl)CC1 | 0% | 6% | -1 | ? | 9 | 3% | 15%
CCC1CCCCN1c1ccc([N+](=O)[O-])cc1/C=N/NC(=O)Cn1c2ccccc2c(=O)c2ccccc21 (configuration not stated) | 1% | 0% | -2 | . | 21 | 3% | ?
O=C(Cc1ccccc1)NNC(=O)c1ccc(NC(=O)c2ccccc2)cc1 | -1% | 1% | 9 | -19% | -8 | 5% | -11%
CC(=O)c1ccc(NC(=S)N2CCN(S(=O)(=O)c3ccc(F)cc3)CC2)cc1 | 4% | 4% | -2 | 31%[activator] | 1 | -19% | -18%
N#CCCN(C(=O)COC(=O)CCN=C1NS(=O)(=O)c2ccccc21)c1ccc(F)cc1 | . | 13% | . | 10% | . | 2% | -5%

The final three records of the part before open the next one:
smiles | LmPK inh | AMA1 RON2 block | CHX counter | Pf growth 96h | Shiga inhibitor | TbPYK inhibitor | Pf growth 48h
O=C(Cc1ccccc1)NNC(=O)c1ccc(NC(=O)c2ccccc2)cc1 | -1% | 1% | 9 | -19% | -8 | 5% | -11%
CC(=O)c1ccc(NC(=S)N2CCN(S(=O)(=O)c3ccc(F)cc3)CC2)cc1 | 4% | 4% | -2 | 31%[activator] | 1 | -19% | -18%
N#CCCN(C(=O)COC(=O)CCN=C1NS(=O)(=O)c2ccccc21)c1ccc(F)cc1 | . | 13% | . | 10% | . | 2% | -5%
CC1CC(=O)N(CC(=O)NC2CCCCC2)c2ccccc2S1 (configuration not stated) | -2% | -9% | -2 | ? | -3 | 6% | -15%
Cc1ccc(OCCCSc2n[nH]c(N)n2)cc1 | 4% | 13% | 15* | 17% | 28 | 4% | 33%[activator]
O=C(c1ccco1)N1CCN(C(=O)c2ccc(CS(=O)c3cccc(Cl)c3)o2)CC1 (configuration not stated) | -10% | -13% | -8 | ? | -1 | -4% | -13%
N#Cc1ccccc1OCC(=O)NCC(c1ccc(F)cc1)N1CCOCC1 (configuration not stated) | . | -9% | . | -21% | . | -3% | ?
Cc1cc(F)ccc1NS(=O)(=O)c1c(C)nc2scc(C)n2c1=O | -2% | ? | -1 | 25% | -4 | -5%&3% | -23%
Cc1cc(C)nc(SCc2nnc(SCC(=O)Nc3cc(C(F)(F)F)ccc3Cl)o2)n1 | -4% | -5% | -4 | . | 12 | 13% | 2%
COc1ccc(Oc2cc(NC(=O)c3nn(C)cc3[N+](=O)[O-])cc([N+](=O)[O-])c2)cc1 | 9% | 14% | -1 | -10% | -11 | 0% | .
CC1Cc2ccccc2N1C(=O)c1ccc2c(c1)nnn2C (configuration not stated) | -18% | -2% | -4 | . | -19 | 2% | 7%
O=[N+]([O-])c1ccc(N2CCSCC2)cc1O | 6% | -9% | 1 | 23% | -11 | 0% | 9%
O=C(N/N=C/c1c[nH]c2ccc(Br)cc12)C1CC1 | 3% | -3% | 1 | 22% | 8 | -2% | 3%
Cc1nnc(SCC(=O)N2CCN(S(=O)(=O)c3ccc(Cl)cc3)CC2)[nH]c1=O | 12% | 11% | -4 | ? | -26 | 2% | 0%
CCOc1ccccc1NC(=O)c1ccccc1-c1nc(-c2ccccc2)no1 | 3% | 6% | 27* | 8.3µM* | 37 | 0% | ?
CC(=O)c1cccc(NC(=O)COC(=O)c2cccc(N3C(=O)c4ccccc4C3=O)c2)c1 | 0% | -12% | 1 | 21% | -12 | 3% | 8%
COC(=O)c1ccc(COC(=O)c2ccc(SC)cc2OC)cc1 | 1% | 25% | 21* | ? | 45* | -3% | 49%[activator]
CS(=O)(=O)N(CC(=O)NCCSc1ccccn1)c1ccc(F)cc1 | -5% | -19% | -1 | -20% | -4 | -5% | 0%
Cc1nn(Cc2ccccc2Cl)c(C)c1NC(=O)c1ccn(C)n1 | -4% | -10% | -3 | -19% | -1 | 1% | 2%
COc1ccc(CNC(=O)CSc2ncn[nH]2)cc1 | -1% | -4% | 1 | . | -3 | -8% | 31%[activator]
Cc1cc(C(=O)NCc2ccccc2F)cs1 | 0% | -5% | 16* | 6% | 34 | 0% | 41%[activator]
CCOC(=O)C1Cc2c([nH]c3ccccc23)C(C)N1 (configuration not stated) | 10% | 0% | 6 | . | -25 | -2% | -2%
COc1ccc(OC)c(/C=N/NC(=O)CNC(=O)c2ccc(S(=O)(=O)N3CCOCC3)cc2)c1 | 1% | 10% | -1 | -9% | 11 | -1% | 10%
Nc1c(C(=O)N2CCCCCC2)oc2ccccc12 | -6% | -2% | 21* | 59%[activator] | 41 | -2% | 28%
CCCCn1nc2cc(C(=O)NCc3ccc(OC(F)(F)F)cc3)ccc2c1OC | 0% | -10% | -5 | 44% | -7 | 2% | 1%
C/C(=N\NC(=O)COc1ccc([N+](=O)[O-])cc1)c1ccco1 | . | 15% | . | -22% | . | -6% | -12%
Cc1ccc(CN2[C@@H](Cc3ccccc3)C(=O)CS2(=O)=O)cc1 | . | 5% | . | ? | . | -1% | ?
O=C(O)c1ccccc1C(=O)c1ccc(N2CCOCC2)c([N+](=O)[O-])c1 | 2% | 23% | -1 | ? | -5 | -4% | 5%
O=C(c1cccc(Oc2ccc([N+](=O)[O-])cc2)c1)N1CCOCC1 | -8% | -5% | -3 | 86%[activator] | -5 | -5% | 33%[activator]
COc1ccc2cc3c(N)nn(C(=O)c4cccc(F)c4)c3nc2c1 | -2% | -1% | 6 | -14% | -11 | 2% | 5%
COc1ccc(-c2cc(C(=O)NCc3ccccc3)no2)cc1OC | 1% | 0% | -3 | 15% | -2 | -7% | 19%
CCCN1CCN(C(=O)CCn2c(=O)c3cccn3c3cccnc32)CC1 | 8% | 22% | -1 | 6% | 17 | 8% | 4%
Cc1sc(NC(=O)c2cccs2)nc1-c1ccccc1 | 2% | -11% | 34* | -21% | 97 | 3% | 39%[activator]
CC(=O)Nc1ccc(-c2csc(NC(=O)CC(NC(C)=O)c3ccccc3)n2)cc1 (configuration not stated) | 7% | 4% | -1 | ? | -2 | -8% | ?
CN=C(C)/C(C(=O)OC)=C(/O)c1c(F)cccc1F | 1% | 3% | 1 | -6% | -3 | -13% | -5%
O=C(NCC(=O)N(Cc1cccs1)C(C(=O)NC1CCCC1)c1ccncc1)c1ccco1 (configuration not stated) | 7% | 12% | 1 | ? | 9 | -5% | -19%
CC(=O)Nc1ccc(NC(=O)CSc2nnc(-c3cccs3)n2C)cc1 | 0% | -7% | -4 | 13% | -11 | -1% | 7%
O=C(O)COCC(=O)Nc1ccc(-n2cnnn2)cc1 | 3% | -4% | -3 | 59%[activator] | -5 | 0% | 19%
O=C(CN1C(=O)c2ccccc2S1(=O)=O)NC1CCCCC1 | 0% | -2% | 4 | ? | 0 | 2% | 31%[activator]
CCOc1ccc(-n2c(CC)nc3ccccc3c2=O)cc1 | 4% | 3% | 0 | -3% | -13 | -2% | 3%
O=C(CNC(=O)c1ccc(Br)o1)Nc1ccncc1 | . | -9% | . | -9% | . | 3% | 8%
CN(C)c1ccc(CN2CCC(C(N)=O)CC2)cc1 | -4% | ? | 1 | ? | -11 | -1% | 9%
COc1cc(/C=C/C(=O)OCc2csc(CC(=O)Nc3ccc(C)cc3)n2)ccc1OCC#N | . | 6% | . | 13µM* | . | 5% | ?
